S3 lipid droplet = qHTS Assay for Lipid Storage Modulators in Drosophila S3 Cells; 0.64% of 320,000 active; lipid storage change, negative = inhibition, % at the top dose, mostly 46.1 µM; hits show Potency in µM; Drosophila S3 cells, BODIPY lipid droplet fluorescence, 18-24 h; cells fed with added oleic acid; active = well fitted inhibition curve with a large enough effect in the signal ratio, with a control signal flat, not every such curve was filed as active; inconclusive = small, poorly fitted or top-dose-only effect, or effect the other way, or a change in a side signal; the % refers to the signal ratio
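Drosophila S3 cells got compounds at several concentrations plus oleic acid (400 uM solution). Laser-scanning cytometry with 488 nm excitation read lipid droplets at 500-530 nm and cells at 575-640 nm. Percent activity was relative to 20 uM Triacsin C.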
S3 lipid droplet cell count max = recorded beside S3 lipid droplet, whose call it bears; cell number change, %; measured here: cell count max response;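 cells counted by Cell Tracker Red CMTPX staining in the red channel; peak over a dose series mostly up to 46.1 µM; percent activity relative to internal control wells on each plate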
An asterisk follows results filed as active; i = inactive; ? = inconclusive; . = not tested or not shown; [ ] = dose if it differs, or a comment. % is set by controls: 0 for no effect and ±100 for the full control effect; potency is the fitted concentration of half-maximal effect. These rows are one share of the data; rates above refer to the full screens.

SMILES	S3 lipid droplet	S3 lipid droplet cell count max
O=C(C1CCC(CNS(=O)(=O)c2cccs2)CC1)N1CCCCC1 (stereo unspecified)	i	.
CCNC(=O)C(CCSC)NS(=O)(=O)c1ccc(C)cc1 (stereo unspecified)	24.2%	7.4
COc1ccccc1NC(=O)c1nnn(CC(=O)Nc2cc(C)cc(C)c2)c1N	-12.9%	-13.1
COc1ccc(-c2nc3ccccc3c(=O)n2CCOc2ccc(C)cc2C)cc1	?	.
O=C(CSc1nnc(-c2cccc(F)c2)o1)NC1CCCC1	?	.
CC(CCc1ccccc1)NC(=O)CCNC(=O)Cn1ccc2ccccc2c1=O (stereo unspecified)	?	.
O=C(CN1C(=O)COc2ccccc21)NCCCN1CCN(Cc2ccccc2)CC1	i	.
O=C(NC1CCCC1)c1ccc(COCC(F)(F)F)o1	?	.
CCOC(=O)C(NC(=O)CC)(Nc1ccc(S(N)(=O)=O)cc1)C(F)(F)F (stereo unspecified)	-9.2%	9.2
O=C(/C=C/c1ccccc1)NCCOc1ccccc1	15.8%	18.6
C/C(=N\NS(=O)(=O)c1ccc(Cl)cc1)c1ccc(NC(=O)c2ccco2)cc1	?	.
Cc1ccc(C)c(NC(=O)C2CC(=O)N(C3CCCCC3)C2)c1 (stereo unspecified)	i	-16.2
Cc1ncn(C23CC4CC(CC(O)(C4)C2)C3)n1	?	.
O=C(NC(=S)Nc1ccc(N2CCOCC2)cc1)c1ccc2c(c1)OCCO2	?	.
CC12CN3CC(C)(CN(C1)C3c1cc(Br)ccc1O)C2=O (stereo unspecified)	?	.
CN(C)P(=NC(=O)COc1ccc(Cl)cc1Cl)(N(C)C)N(C)C	10.4%	3.4
O=C(NC1CCN(c2ncccn2)CC1)c1ccccc1Cl	-1.9%	.
O=C(Nc1sc2c(c1C(=O)O)CCCC2)c1cccs1	?	.
CC(C)CCOc1ccc(Cl)cc1CN1CCOCC1	?	.
CC1CCC(NC(=O)COC(=O)CNC(=O)c2ccc3ccccc3c2)CC1 (stereo unspecified)	-5.3%	-14.5
O=C1C=C(OCc2ccccc2)CN1	-9.3%	-0.5
O=C(CCC(=O)N1CCOc2ccc(Cl)cc21)NCc1ccccc1	?	.
CC(=O)Nc1ccc(NC(=O)C(C)N2CCN(S(=O)(=O)c3ccc(C)cc3)CC2)cc1 (stereo unspecified)	i	.
Cc1ccc(OCC(=O)NNC(=O)c2ccoc2C)c(Br)c1	?	.
COc1ccc(N2CC(NS(=O)(=O)c3ccc4ccccc4c3)CC2=O)cc1OC (stereo unspecified)	?	.
CCC(=O)N1CCN(c2ccccc2NC(=O)Cc2ccccc2)CC1	i	.
N#C/C(=C\c1ccc(O)c([N+](=O)[O-])c1)C(=O)NCc1ccccc1	4.6%	12.9
CC(Nc1cc(=O)n(C)c(=O)n1C)c1ccccc1 (stereo unspecified)	7.7%	-1.1
O=C(CCSCc1ccccc1Cl)N1CCN(c2ccccn2)CC1	?	.
O=C(c1cccc([N+](=O)[O-])c1)N1CCN(c2ccc(N3CCOCC3)nn2)CC1	-15.5%[0.0737 µM]	-2.4
Cc1ccccc1-c1noc(C23CC4CC(CC(C4)C2)C3)n1	?	.
CN(Cc1ccccc1)C(=O)CSc1nc2cc(C(=O)N3CCC(C(N)=O)CC3)ccc2c(=O)n1-c1ccccc1	i	11.6
CCn1c(SCC(=O)Nc2nc3c(s2)CCCC3)nc2c1c(=O)n(C)c(=O)n2C	?	.
CC1(C)CC(=O)C(C(c2ccncc2)C2C(=O)CC(C)(C)CC2=O)C(=O)C1	?	.
COc1ccc(OC)c2c1sc(=NC(=O)C(C)C)n2C	-10.8%	-0.2
O=c1[nH]c2ccc(S(=O)(=O)N3CCCCC3)cc2[nH]c1=O	-0.7%	12.1
O=C(O)COc1ccc(S(=O)(=O)NCCc2ccccc2)cc1	?	.
O=C(Oc1ccccc1)N1CCN(C(=O)c2ccco2)CC1	15.6%	0.7
COc1ccc(CCn2nnnc2C(CC(C)C)N2CCN(c3ncccn3)CC2)cc1OC (stereo unspecified)	-11.6%	.
O=C(/C=C/c1cccc([N+](=O)[O-])c1)Nc1cc(C(=O)O)cc(C(=O)O)c1	4.7%	5.8
Cc1c(N2C(=O)/C(=C\c3ccc(N(C)C)cc3)N(C)C2=S)c(=O)n(-c2ccccc2)n1C	-25.3%	-7.4
CCn1c(SCC(=O)N2CCOCC2)nc2c([nH]c3ccccc32)c1=O	-5.3%	-3.2
COc1ccc([C@H]2CC(=O)C=C(c3ccc(F)cc3OCc3ccccc3)C2)cc1	?	.
Cc1ccc(-c2noc(CNC(=O)c3ccoc3C)n2)cc1	i	13.9
COc1ccc([N+](=O)[O-])cc1N(CC(=O)NCCSc1ccc(C)cc1)S(C)(=O)=O	4.1%	5.5
COc1cc(C2C(C#N)=C(C)NC(C)=C2C#N)cc(OC)c1OC	0.0%	5.8
CCOC(=O)CNC(=O)COc1coc(CN2CCN(c3ccccc3F)CC2)cc1=O	?	.
COC(=O)CSc1nc2c(c(C3CC=CCC3)c1C#N)CCC2 (stereo unspecified)	-5.8%	-17.4
COC(=O)CCCC(=O)NC(C)c1cnn(-c2ccccc2C)c1C (stereo unspecified)	?	.
N=C1/C(=C/c2ccc(OCc3ccccc3F)cc2)C(=O)N=C2SC(CC(=O)N3CCOCC3)=NN12	?	.
O=c1[nH]oc(O)c1-c1ncc(C(F)(F)F)cc1Cl	?	.
Cc1ccc(-n2ncc3c2CC(C)(C)CC3NC(=O)CCCN2CCCC2=O)cc1 (stereo unspecified)	i	-1.4
COc1ccc(OC)c(NS(=O)(=O)c2ccc(NC(C)=O)cc2)c1	i	.
CCC(=O)Nc1cccc(NC(=S)NC(=O)c2ccccc2Cl)c1	-5.3%	0.2
CC1CCCCC1NC(=O)C1CCC(CNS(=O)(=O)c2ccc(F)cc2)CC1 (stereo unspecified)	6.3%	8.5
C=CCn1c(SCc2ccc3nonc3c2)nnc1-c1cccs1	i	.
Cc1cccc(NC(=O)c2cc(Cl)ccc2[N+](=O)[O-])c1	4.8%	.
O=C(O)c1ccc(Nc2nc(-c3ccccc3)nc3ccccc23)cc1	i	.
CCc1ccc2c(CC(=O)Nc3cccc(S(=O)(=O)N4CCOCC4)c3)coc2c1	?	.
COc1cccc(NC(=O)CN2C(=O)CSc3ccc(S(=O)(=O)N4CCC(C)CC4)cc32)c1	?	.
New compounds follow:
SMILES	S3 lipid droplet	S3 lipid droplet cell count max
O=C(COc1ccc(F)cc1)NNC(=O)c1cc2ccccc2oc1=O	?	.
O=C(N/N=C/c1cnc(N2CCCCC2)s1)c1ccc(C(F)(F)F)cc1	0.3%	25.5
COc1ccc(NS(=O)(=O)c2cc(NC(=O)c3ccc(F)cc3)ccc2OC)cc1	?	.
CC(C)(C)c1nn(-c2ccccc2)c2[nH]c(=O)c(CNCc3ccco3)cc12	?	.
COCCNC(=O)c1onc(CSc2ccccc2)c1C(=O)O	12.3%	2.2
CCOc1cccc(OCCOCCNC(C)(C)C)c1	?	.
Cc1ccccc1N(CC(=O)Nc1ccc(F)cc1)S(C)(=O)=O	?	.
CCOC(=O)NCC(C#CCN(CC)CC)N(CC)CC (stereo unspecified)	?	.
COc1ccc(C(=O)NNC(=O)CSc2nc3c([nH]2)c(=O)n(C)c(=O)n3C)cc1	-14.8%	-7.6
Cc1ncoc1C(=O)N1CCCC(C(=O)c2ccc(C(F)(F)F)cc2)C1 (stereo unspecified)	?	.
COC(=O)N[C@@H]1C[C@H]2[C@@H]3CC[C@H]4C[C@@H](OC)CC[C@]4(C)[C@H]3CC[C@]12C	?	.
Cn1c(=O)c(C(=O)CN2CCc3ccccc32)c(N)n(Cc2ccccc2)c1=O	-2.7%	-0.5
COc1cccc(CN2CCN(Cc3cccn3-c3cccnc3)CC2CCO)c1 (stereo unspecified)	11.4%	.
CCCCOC(=O)C1=C(C)NC(=O)NC1c1ccc([N+](=O)[O-])s1 (stereo unspecified)	13.8%	6.8
CC(=O)Nc1ccc(NC(=O)CSc2nnc(C3CC3)n2-c2ccccc2)cc1	?	.
O=C(c1cnc2n(c1=O)CCS2)N1CCCc2ccccc21	-3.2%	-5.1
Cc1nn(Cc2ccccc2Cl)c(C)c1NC(=O)/C=C/c1cnn(C)c1	11.0%	-4.4
CC(C)[C@H](NC(=O)[C@@H]1Cc2ccccc2CN1)C(=O)Nc1ccc2c(c1)OCCO2	i	5.7
C=CCN1C(=NC(=O)CCC)SC2CS(=O)(=O)CC21 (stereo unspecified)	-6.6%	18.8
O=C(COc1ccc(Cl)cc1Br)NC(=O)NC1CCCC1	?	.
O=C(NC1CCCC1)c1c[nH]c2ccc(F)cc2c1=O	?	.
Cc1ccc(C)c(S(=O)(=O)NCc2ccc(C(=O)NCc3ccco3)cc2)c1	-2.5%	-8.8
CCOC(=O)c1cnc2cc(C)ccn2c1=O	?	.
Cc1cccc(N(C)C(=O)c2coc(=O)c3ccccc23)c1	i	.
CC(C)OCCCNS(=O)(=O)c1ccc2c(c1)OCCO2	-5.6%	-3.0
CN(C)C(CNC(=O)CSc1nc2sc3c(c2c(=O)n1C)CCC3)c1ccccc1 (stereo unspecified)	12.3%	-3.8
CSc1ccc(CN(C)C(=O)CN2C(=O)NC3(CCCC3)C2=O)cc1	-17.2%	-1.3
Cc1ccc(S(=O)(=O)C2(C(=O)Nc3ccc(C(C)C)cc3)CC2)cc1	9.2%	.
CC1CC(C)(C)NC(=S)N1CCCC(=O)N1CCN(c2ccc(F)cc2)CC1 (stereo unspecified)	12.2%	-11.4
CCn1ncc(C2=NOC(C(=O)NCc3ccc(Cl)cc3)C2)c1C (stereo unspecified)	?	.
O=C(C1=C[C@H](c2ccc(Br)cc2)C[C@H](OCc2ccc(CO)cc2)O1)N1CCOCC1	19.5%	8.2
Cc1csc(NC(=O)CSc2nnc(-c3ccoc3C)n2C(C)c2ccccc2)n1 (stereo unspecified)	-19.1%	6.2
O=c1cc(O)n(C2CCCCCC2)c(=O)[nH]1	i	.
Cc1ccc(C(C[N+](=O)[O-])c2c(C)cc3ccccn23)cc1 (stereo unspecified)	?	.
COC(=O)C1=C(C)N=C2SC(C#N)=C(N)N2C1c1cccc(OC)c1 (stereo unspecified)	i	-6.0
O=C(c1ccc(NC2=NC3CS(=O)(=O)CC3S2)cc1)N1CCN(c2ccc([N+](=O)[O-])cc2)CC1 (stereo unspecified)	i	.
Fc1ccc(-c2ccnc3nc(N4CCOCC4)nn23)cc1	0.8%	-17.9
O=C(Nc1ccnn1C1CCN(C2CCCC2)CC1)c1ccccc1Cl	i	-1.1
Cc1cnc(CNC(=O)C2CCC(=O)N(CCc3cccc(F)c3)C2)[nH]1 (stereo unspecified)	i	25.2
O=[N+]([O-])c1cc(S(=O)(=O)N2CCCCCC2)ccc1F	14.6µM*	-27.8*
CCCC(=O)N1CCN(c2nc3c(OC)ccc(Cl)c3s2)CC1	?	.
COc1cc(C(=O)O/N=C(\N)c2ccccn2)cc(OC)c1OC	?	.
Cc1ccc(S(=O)(=O)N2CCCC(C)C2)cc1 (stereo unspecified)	?	.
Cc1ccc(F)cc1NC(=O)CCc1c(C)nn(-c2ccc(N3CCCCC3)nn2)c1C	?	.
COCCNC(=S)N/N=C/c1c2ccccc2cc2ccccc12	?	.
CC1CC(=O)C=C(O)C1C(=O)OC(C)(C)C (stereo unspecified)	11.7%	-13.7
C=CCNC(=S)NNC(=O)COc1ccc2cc(Br)ccc2c1	?	.
CCOC(=O)N1CCC(NC(=O)c2cc3c(-c4ccc(OC)c(OC)c4)nn(C)c3s2)CC1	?	.

By substructure, the entries above with two or more sulfur atoms
SMILES	S3 lipid droplet	S3 lipid droplet cell count max
O=C(C1CCC(CNS(=O)(=O)c2cccs2)CC1)N1CCCCC1 (stereo unspecified)	i	.
CCNC(=O)C(CCSC)NS(=O)(=O)c1ccc(C)cc1 (stereo unspecified)	24.2%	7.4
O=C(Nc1sc2c(c1C(=O)O)CCCC2)c1cccs1	?	.
CCn1c(SCC(=O)Nc2nc3c(s2)CCCC3)nc2c1c(=O)n(C)c(=O)n2C	?	.
COc1ccc([N+](=O)[O-])cc1N(CC(=O)NCCSc1ccc(C)cc1)S(C)(=O)=O	4.1%	5.5
C=CCn1c(SCc2ccc3nonc3c2)nnc1-c1cccs1	i	.
COc1cccc(NC(=O)CN2C(=O)CSc3ccc(S(=O)(=O)N4CCC(C)CC4)cc32)c1	?	.
C=CCN1C(=NC(=O)CCC)SC2CS(=O)(=O)CC21 (stereo unspecified)	-6.6%	18.8
CN(C)C(CNC(=O)CSc1nc2sc3c(c2c(=O)n1C)CCC3)c1ccccc1 (stereo unspecified)	12.3%	-3.8
Cc1csc(NC(=O)CSc2nnc(-c3ccoc3C)n2C(C)c2ccccc2)n1 (stereo unspecified)	-19.1%	6.2
O=C(c1ccc(NC2=NC3CS(=O)(=O)CC3S2)cc1)N1CCN(c2ccc([N+](=O)[O-])cc2)CC1 (stereo unspecified)	i	.

Next entries follow:
SMILES	S3 lipid droplet	S3 lipid droplet cell count max
CC(=O)N(C)c1ccc(NC(=O)CCN2C(=O)c3ccccc3C2=O)cc1	i	13.9
CC(=O)Cc1nsc(Nc2ccc(Cl)cc2)n1	?	.
CC[n+]1ccc(C[n+]2ccccc2)c2ccccc21	-2.8%	-10.3
COc1ccc(OC)c(NC(=O)c2cc(-c3cc(C)cc(C)c3O)n[nH]2)c1	?	.
O=C(O)C1CN(C(=O)c2ccccc2)c2cc(Cl)ccc2O1 (stereo unspecified)	-23.5%	18.7

Assay outcomes deposited in PubChem by National Center for Advancing Translational Sciences (NCATS).
